# Screens (PubChem BioAssay)
# TEAD-YAP inh: TEAD-YAP interaction inhibition. HEK-TIYL cells, TEAD-Gal4/YAP UAS-luciferase luminescence. inhibition, % at 9.12 µM. 640,000 tested, 1.4% active; in the data active = inhibition above about 32%;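 note: 0% = median of test compound wells and 100% = reference inhibitor wells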
# FBW7 activator: human FBW7 E3 ligase activation, primary screen. Q969H0. AlphaScreen FBW7–phospho-cyclin E peptide binding, activator screen. normalized activity (activation), % at 26.1 µM. 650,000 tested, 0.13% active. AID 1259310; in the data active = normalized activity above about 1.9%;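 note: purified mutant Fbw7 with reduced substrate affinity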
# MITF primary: human MITF inhibition, primary screen; 650,000 tested, 0.91% active; AlphaScreen MITF homodimerization, bead proximity signal; inhibition, % at 2.6 µM; in the data active = inhibition above about 50%;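 note: 0% = vehicle wells with protein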
# Target sequence (O75030 whole entry, looked up): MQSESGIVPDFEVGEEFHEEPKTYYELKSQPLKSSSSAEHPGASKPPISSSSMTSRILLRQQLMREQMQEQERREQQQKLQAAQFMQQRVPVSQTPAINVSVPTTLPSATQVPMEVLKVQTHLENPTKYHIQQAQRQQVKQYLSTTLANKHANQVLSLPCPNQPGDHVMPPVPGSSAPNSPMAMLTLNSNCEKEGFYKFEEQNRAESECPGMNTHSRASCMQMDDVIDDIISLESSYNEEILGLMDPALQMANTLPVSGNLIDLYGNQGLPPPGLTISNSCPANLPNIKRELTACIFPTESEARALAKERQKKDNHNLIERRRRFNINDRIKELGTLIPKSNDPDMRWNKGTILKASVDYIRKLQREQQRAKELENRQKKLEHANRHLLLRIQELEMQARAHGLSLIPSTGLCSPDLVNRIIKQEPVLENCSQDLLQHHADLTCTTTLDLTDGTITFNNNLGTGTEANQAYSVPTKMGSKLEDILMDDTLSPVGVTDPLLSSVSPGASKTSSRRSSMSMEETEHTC
# GPR151 ag: activators of human GPR151; Q8TDV0; PathHunter beta-arrestin GPR151 cells, luminescence; activation, % at 11.2 µM; 650,000 tested, 1% active; in the data active = activation above about 4.9%;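 note: 0% = median of compound wells and 100% = cells with positive control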
# Target sequence (Q8TDV0 whole entry, looked up): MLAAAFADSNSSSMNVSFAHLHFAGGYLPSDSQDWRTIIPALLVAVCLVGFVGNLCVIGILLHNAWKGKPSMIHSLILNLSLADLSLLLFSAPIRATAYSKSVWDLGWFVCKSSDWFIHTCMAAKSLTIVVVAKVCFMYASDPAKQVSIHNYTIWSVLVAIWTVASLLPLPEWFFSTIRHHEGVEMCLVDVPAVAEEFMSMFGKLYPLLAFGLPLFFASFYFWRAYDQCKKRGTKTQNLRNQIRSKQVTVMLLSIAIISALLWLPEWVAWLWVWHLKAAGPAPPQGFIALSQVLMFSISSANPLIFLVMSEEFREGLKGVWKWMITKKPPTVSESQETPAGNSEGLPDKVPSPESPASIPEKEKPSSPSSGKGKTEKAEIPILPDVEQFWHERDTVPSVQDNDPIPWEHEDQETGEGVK
# The depositor's hits bear a star; . = not tested or not shown.
molecule,TEAD-YAP inh,FBW7 activator,MITF primary,GPR151 ag
Cc1ccc(NCC(=O)N/N=C\c2ccc(I)o2)cc1,-20,0.4,-9,5.6*
CCCNC(=O)c1ccc(-c2ccc(OC)nc2)s1,-40,-0.1,0,-11
Cc1cc(C)nc(NS(=O)(=O)c2ccc(NC3OC(=O)c4ccccc43)cc2)n1 (stereo unspecified),1,0.3,-3,0.6
COC(=O)C1=C(C)NC(=O)/C1=C/c1ccc(CNS(=O)(=O)c2ccc(C)cc2)o1,3,-0.3,26,1.7
CCC(C)OC(=O)C1=C(C)NC2=C(C(=O)CC(c3ccccc3)C2)C1c1ccccc1OCc1ccccc1 (stereo unspecified),9,0.5,-3,1.9
CCN1CC2([N+](=O)[O-])CC=C(OC)C([N+](=O)[O-])(C1)C2 (stereo unspecified),4,-0.1,-15,-0.1
O=C(NC1CC1)c1ccc(-c2nccc(NCc3ccccc3)n2)cc1,-12,-0.1,8,-0.4
Cc1sc(NC(=O)CSc2ccccc2)c(C#N)c1C,-7,0.2,2,-1.0
CCOC(=O)c1c(NC(=O)c2cc3nc(-c4ccco4)cc(C(F)(F)F)n3n2)sc2c1CCC(C(C)(C)C)C2 (stereo unspecified),5,0.0,18,-1.1
N=c1oc2ccc(Br)cc2cc1-c1ccccn1,-29,0.0,0,-4.1
COc1ccc(Nc2nc(NCCc3ccccn3)c3[nH]cnc3n2)cc1,-3,-0.1,5,0.0
CSc1ccccc1NC(=O)c1cc2c(=O)n3cccc(C)c3nc2s1,9,0.0,-2,1.5
COc1cccc(C(=O)OCC(=O)Nc2ccccc2N2CCOCC2)c1,2,-0.1,4,0.8
O=C(NC1CC(=O)N(c2cccc(F)c2)C1)N1CCc2ccccc2C1 (stereo unspecified),-4,-0.3,-3,3.8
CCN1CCN(CCCCOc2cccc3ccccc23)CC1,3,0.5,35,0.2
CS(=O)(=O)N(CC(=O)NCc1ccco1)c1ccccc1,-5,-0.1,-16,-0.3
CCS(=O)(=O)c1ccc(O)c(NC(=O)c2ccc(F)cc2)c1,-2,0.1,4,0.1
O=C(Nc1nc2ccccc2[nH]1)c1cc(Cl)ccc1Cl,28,0.0,-16,-5.2
CC1CCN(c2c(NCC3CCC(C(=O)NCCc4ccccc4)CC3)c(=O)c2=O)CC1 (stereo unspecified),6,-0.2,-6,-0.1
CC1=NC2(CCN(S(=O)(=O)c3cccs3)CC2)N=C1c1ccc(C(F)(F)F)cc1,2,0.2,14,1.3
COc1ccc(CCNc2nc(-c3ccccc3F)nc3ccccc23)cc1OC,6,0.0,-6,0.1
CCc1c(C)sc(NC(=O)c2cc3ccccc3c(=O)o2)c1C(N)=O,-3,-0.1,6,-0.2
O=C(CCCOc1ccccc1)Nc1ccccc1Cl,-18,0.2,4,-0.7
Cc1nc2sc(C(=O)Nc3ccccc3)c(N)c2c(C)c1[N+](=O)[O-],-51,-0.2,3,3.2
CN(C)c1ccc(-c2nc3cc(NC(=O)c4cccs4)ccc3o2)cc1,-19,-0.1,0,-0.2
CCOC(=O)c1cc(CC)sc1NC(=O)CCBr,-6,0.3,-5,0.6
Cc1cc(=O)oc2cc(OCC(O)CN3CCN(c4ccccc4)CC3)ccc12 (stereo unspecified),3,-0.1,3,-1.0
Cc1ccc(C(=O)Nc2c(-c3cccs3)nc3cc(C)ccn23)cc1,-7,0.0,-3,0.8
CCn1c(CN2CCN(c3cccc(C)c3C)CC2)n[nH]c1=S,-4,-0.1,10,-1.4
COc1ccc(OC)c2c(=O)c(C(=O)O)c[nH]c12,-2,-0.4,14,-0.3
O=C(NCc1nc2ccccc2[nH]1)c1csc(Nc2ccc(-n3ccnc3)cc2)n1,-5,-0.1,5,-2.2
COC(=O)c1ccc(CSc2ncn[nH]2)o1,-7,-0.1,-1,-0.6
COc1cc(OC)cc(-n2nc(C(=O)NCCCN3CC(C)CC(C)C3)c3ccccc3c2=O)c1 (stereo unspecified),1,-0.1,5,-0.5
CCN(CCCNC(=O)CCCNC(=O)Cn1cnc2sc3c(c2c1=O)CCCC3)Cc1ccccc1,0,0.1,-18,1.9
O=C(Cc1cc(F)ccc1F)N1CCOc2ccc(CN3CCN(CCO)CC3)cc2C1,-3,0.2,1,1.5
Cc1ccc(C)c(NC(=O)CSc2ncn[nH]2)c1,25,0.0,4,0.5
CC1CCc2c(sc3ncn4c(=O)n(CC(=O)NC(C)(C)C)nc4c23)C1 (stereo unspecified),13,1.3,7,-1.0
CCSc1[nH]c(=O)c(C(=O)O)cc1C#N,0,-0.1,-6,2.4
CCC(=O)Nc1cc[n+](C2=Nc3ccccc3NC2=C(C#N)C#N)cc1,6,-0.1,8,1.2
O=C(O)CCC(=O)Nc1cccc2ccccc12,-13,0.0,6,0.0
CCOC(=O)c1ccccc1NS(=O)(=O)c1ccc([N+](=O)[O-])cc1,1,-0.1,18,-1.2
O=C1N[C@@H](Cc2c[nH]c3ccccc23)C(=O)N2CCNC[C@H]12,3,0.6,-2,0.2
COc1cccc(CN(CCN2CCCC2)C(=O)c2cc3ccc(-c4cn[nH]c4)nc3[nH]2)c1,4,-0.2,1,-0.4
CCOc1ccc(NCC(=O)N/N=C/c2ccccc2O)cc1,5,0.1,10,5.4*
Fc1ccc(-c2nn3c(COc4ccccc4)nnc3s2)cc1,1,-0.1,2,0.1
CC(=O)N1CCN(CCN=CC2=C(O)CC(c3ccco3)CC2=O)CC1 (stereo unspecified),3,0.0,-5,0.7
Cc1nc(O)c(Cc2c(O)nc(C)[nH]c2=O)c(=O)[nH]1,-3,0.1,10,0.1
COc1cccc(CN2CCC(n3nccc3NC(=O)CCOc3ccccc3)CC2)c1,11,0.0,-6,-1.2
COc1cc(/C=N/NS(=O)(=O)c2ccc(C)cc2)cc(Br)c1O,-7,0.0,5,0.0
CCOc1ccc(-c2c(C#N)c(N)n3c(nc4ccccc43)c2C#N)cc1OC,1,0.3,12,-0.9

# (more compounds)
molecule,TEAD-YAP inh,FBW7 activator,MITF primary,GPR151 ag
CCCNc1ncnc2c1nc(Nc1ccncc1)n2C(C)C,-10,0.5,5,-0.6
O=C(Cc1ccccc1)NCC(=O)N1CCCCCC1,-16,0.1,19,0.7
O=C(/C=C/c1cccs1)OCc1ccccc1,9,0.1,-5,-0.3
c1ccc2cc3c(cc2c1)OCC(c1nc2ncc(-c4ccncc4)cc2[nH]1)O3 (stereo unspecified),-9,-0.1,-1,1.3
COC(=O)CS(=O)(=O)c1cc([N+](=O)[O-])ccc1NC(=O)OC,-17,-0.1,-5,-2.3
CCOc1ccc(CC(=O)NCCc2cc3ccc(C)cc3[nH]c2=O)cc1,-1,0.3,3,-0.4
COc1ccc(CNC(=O)C2COc3ccccc3O2)cc1 (stereo unspecified),-34,0.4,17,2.0
COc1ccc(NS(=O)(=O)c2cc(C)sc2C)cc1,-5,-0.1,-12,-0.4
COc1cccc(Cn2c(=O)n(CCCCC(=O)NC3CCCCC3)c(=O)c3ccccc32)c1,1,-0.1,-15,-1.3
Cc1cc(C)n2nc(SCC(=O)O)nc2n1,-5,0.0,-2,-0.3
O=C(CN1CCN(Cc2ccc(F)cc2)C1=O)NCc1ccccc1Cl,-5,0.8,-5,-0.5
CCN1CCCC1CNC(=O)c1cc2c(C)nn(-c3ccccc3)c2s1 (stereo unspecified),-7,-0.3,-16,1.1
C=CCNc1nc(Cl)nc(Nc2ccc(I)cc2C)n1,11,-0.1,-11,0.2
COc1cccc(NC(=O)Cn2c(C)cc(=O)c3cccc(C)c32)c1,13,0.0,-4,0.8
CC1=C(C(=O)OCCc2ccccc2)C(c2cc3c(cc2Br)OCO3)NC(=O)N1 (stereo unspecified),1,0.1,-7,-0.1
C=C(C)Cn1c(SCCC)nc2sc3c(c2c1=O)CCC(C(C)(C)C)C3 (stereo unspecified),-4,-0.1,10,-0.4
COc1cc([N+](=O)[O-])ccc1NC(=O)Cn1ccsc1=N,2,0.0,7,3.5
Cc1ccc(C(=O)NCC(=O)OCCOc2ccc(Cl)cc2)s1,1,0.0,-1,-0.2
Cc1ccc(OCCOc2ccc(C=O)cc2)cc1,-13,0.7,-4,1.8
O=C(Cc1ccc(-n2cccc2)cc1)N1CCc2ccccc21,-19,0.0,12,-0.6
O=C(NCc1ccc(Cl)cc1)c1ccc2c(c1)NC(=O)C(CS(=O)(=O)Cc1cccc(Br)c1)N2 (stereo unspecified),-4,0.1,-16,-0.7
Cc1ccccc1-c1cnnc(N(CCO)C(C)C)n1,-8,0.0,-4,1.0
COc1ccc(/C=N\Nc2cc(=O)n(C)c(=O)n2C)c(OC)c1,-2,0.0,32,0.6
CC1CCN(c2ccc(NC(=O)c3ccc([N+](=O)[O-])cc3)cc2)CC1,2,0.4,21,0.8
CCCCC(=O)N/N=C(\C)CC(=O)Nc1cc(Cl)ccc1OC,-9,-0.2,-1,1.4
CC(C)OC(=O)C1C(=O)CC(C)(O)C(C(=O)OC(C)C)C1c1ccccn1 (stereo unspecified),2,0.0,1,1.1
CCOc1ccc2nc(SCC(=O)O)[nH]c2c1,-2,-0.1,6,-2.0
Cc1nc2ccccc2c(=O)n1-c1cccc(NC(=O)c2c(F)cccc2Cl)c1,-6,0.2,3,-0.2
Cc1ccc2c(c1)N(CC(=O)NCCCOC(C)C)C(=O)CO2,3,0.0,-1,0.2
CCCn1ncc(CN2CCN(Cc3cccc(C)n3)C(CCO)C2)c1C (stereo unspecified),-1,0.6,11,0.1
CCn1c(CNc2ccc(OC)cc2)nnc1SCC(=O)Nc1ccccc1Cl,2,-0.1,6,-0.1
CN(c1ccc(C(=O)NCCSC(C)(C)C)cc1)S(C)(=O)=O,-54,0.3,6,1.1
O=C(NC(CO)Cc1ccccc1)c1cn(-c2ccncc2)nn1 (stereo unspecified),-6,0.5,4,1.4
CN(CC(=O)N1CCN(c2ccc(F)cc2)CC1)S(=O)(=O)c1ccc(Cl)cc1,2,0.0,1,3.0
CC1CCCC(NC(=O)CCSCc2cccc(F)c2)C1C (stereo unspecified),-9,0.0,3,-2.0
Cc1cc(Nc2cccc(C(=O)O)c2)nc2ccccc12,-2,0.0,8,4.3
COCC(=O)NCC1CCC2(CCN(Cc3cc(C)c(OC)cc3C)CC2)O1 (stereo unspecified),16,0.1,12,0.4
O=C(c1cccc(NC2=NC3CS(=O)(=O)CC3S2)c1)N1CCCC1 (stereo unspecified),2,-0.2,-8,1.4
CC(=O)Nc1ccc(C#N)c(OC(F)F)c1,-3,0.7,7,-1.9
CCC(C)NC(=O)CSc1nnc(-c2ccncc2)n1-c1ccc(OC)cc1 (stereo unspecified),17,0.1,-3,-0.5
COC(=O)c1[nH]c(CN2C(=O)c3ccccc3S2(=O)=O)c(C(=O)OC)c1C,-18,-0.1,-7,-1.4
COc1ccc(CC(=O)Nc2ccc(Br)cc2)cc1OC,-4,0.0,-2,0.0
CCNC(=S)N1CCN(S(=O)(=O)c2cccc(Br)c2)CC1,-8,0.2,11,0.4
Cc1cc(Cl)ccc1N(CC(=O)Nc1cccc(C)c1C)S(C)(=O)=O,-10,0.0,3,-1.1
Cc1cc(=O)n2nc(N(C)CC(=O)NCCC(C)C)sc2n1,-2,0.2,10,-0.6
CN1CCc2nc3sc(C(=O)Nc4cccc(F)c4)c(N)c3cc2C1,-45,0.4,8,-0.5
Cc1cccc(CN2CCN(Cc3cnn(-c4ccccc4F)c3)CC2CCO)n1 (stereo unspecified),2,-0.1,2,-0.2
O=C(c1ccccc1)c1cccc(NC2=NS(=O)(=O)c3ccccc32)c1,-2,0.6,23,4.5
Cc1ccc(C2(C(F)(F)F)NC(=O)N3C=CC=CC3=C2C#N)cc1 (stereo unspecified),-1,-0.3,5,1.8
CC(=O)C1=C(C)N(Cc2ccco2)C(=O)N[C@@H]1c1ccccc1,.,0.0,5,1.5

# Entries shown so far that contain a tert-butyl group, in the order listed:
molecule,TEAD-YAP inh,FBW7 activator,MITF primary,GPR151 ag
CCOC(=O)c1c(NC(=O)c2cc3nc(-c4ccco4)cc(C(F)(F)F)n3n2)sc2c1CCC(C(C)(C)C)C2 (stereo unspecified),5,0.0,18,-1.1
CC1CCc2c(sc3ncn4c(=O)n(CC(=O)NC(C)(C)C)nc4c23)C1 (stereo unspecified),13,1.3,7,-1.0
C=C(C)Cn1c(SCCC)nc2sc3c(c2c1=O)CCC(C(C)(C)C)C3 (stereo unspecified),-4,-0.1,10,-0.4
CN(c1ccc(C(=O)NCCSC(C)(C)C)cc1)S(C)(=O)=O,-54,0.3,6,1.1

# (listing goes on)
molecule,TEAD-YAP inh,FBW7 activator,MITF primary,GPR151 ag
O=C(Oc1ccc2c(=O)c(-c3ccc(Cl)cc3)c(C(F)(F)F)oc2c1)c1cncc(Br)c1,-2,-0.1,2,1.0
c1cc(-n2cnc3c(NC4CC4)nc(N4CCOCC4)nc32)cs1,56*,0.0,-1,-0.8
O=C(CN1CCC(C(=O)c2cccc(Cl)c2)CC1)Nc1cccc(C(=O)O)c1,3,-0.1,-13,0.1
CC(C)=CCc1c2c(c3occ(-c4ccc(O)cc4)c(=O)c3c1O)C=CC(C)(C)O2,2,0.4,6,-0.5

# Entries of single compounds, looked up by structure. Order of screens: TEAD-YAP inh	FBW7 activator	MITF primary	GPR151 ag
# Profile of `O=C(CN1CCC(C(=O)c2cccc(Cl)c2)CC1)Nc1cccc(C(=O)O)c1` : 3	-0.1	-13	0.1
# Profile of `c1cc(-n2cnc3c(NC4CC4)nc(N4CCOCC4)nc32)cs1` : 56*	0.0	-1	-0.8
# Profile of `CC(C)=CCc1c2c(c3occ(-c4ccc(O)cc4)c(=O)c3c1O)C=CC(C)(C)O2` : 2	0.4	6	-0.5
